# Screening results from PubChem.
# PLK1 PBD block – blocks phosphopeptide binding to human PLK1 polo-box domain; Plk1 PBD binding of FITC phosphopeptide, fluorescence polarization; Potency, µM, for inactives: max response, negative = inhibition, most hits filed as inhibitors; P53350; hit rate 2.8% among 360,000; also: potency is read from the fitted curve at half-maximal effect; series mostly up to about 57 µM; % is scaled to controls: 0 for no effect and ±100 for the full control effect; nearly all actives have a fitted effect of over 65% in size
# WRN helicase inh – blocks human WRN helicase; Q14191; WRN helicase unwinding, fluorescent forked duplex, kinetic; Potency, µM (highest dose often 114 µM), inactives show at the top dose activity change, negative = inhibition, usual class: inhibitors; hit rate 0.46% among 360,000; also: potency is read from the fitted curve at half-maximal effect; % is scaled to controls: 0 for no effect and ±100 for the full control effect; nearly all actives have a fitted effect of over 55% in size
#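 Kinetic red-fluorescence monitoring (525/598 nm) tracks WRN helicase activity after 100 nM fluorophore-quencher forked duplex and 2 mM ATP are added to 20 nM enzyme pretreated 15 min at room temperature with compound.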
# EPAC1 agonist – agonists of human EPAC1. EPAC1 agonist qHTS, biochemical assay; response scale: 100% = response to 6.5 mM cAMP. hit rate 0.073% among 360,000. O95398. Potency, µM (doses to about 154 µM), for inactives: at the highest dose activation, usual class: activators; also: potency is read from the fitted curve at half-maximal effect; nearly all actives have a fitted effect of over 60% in size
#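 Normalized to 6.5 mM cAMP, activity reflects EPAC1-catalysed release of BODIPY-GDP from Rap1B, followed kinetically over 30 min at 480 nm excitation, 540 nm emission. Reaction contained 100 nM EPAC1, 250 nM Rap1B-BODIPY-GDP, 50 uM GDP.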
# EPAC1 antagonist – blocks human EPAC1 exchange factor | O95398 | EPAC1 GEF assay, Rap1b-BODIPY-GDP exchange fluorescence | Potency, µM (doses to about 115 µM), for inactives: at the top dose activity change, negative = inhibition, most hits filed as inhibitors | hit rate 0.14% among 360,000;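 also: potency is read from the fitted curve at half-maximal effect; plate controls were vehicle for no effect and positive control for full effect; nearly all actives have a fitted effect of over 50% in size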
# IL2 activator – activates IL-2 in a cell-based reporter assay | hit rate 0.065% among 360,000 | activation, % (series mostly up to about 46 µM) | IL-2 activation reporter assay, cell-based qHTS; stimulated with anti-CD3/CD4/CD28 beads; in transgenic mouse T cells; in the data active = activation above about 50%; inconclusive = mostly about 30% to 49%; also: 0% is about no effect
#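 Quantitative HTS in unstimulated transgenic mouse T cells, with memory T cells as non-tolerant control and PMA/ionomycin as tolerance-bypass control. Compound pretreatment lasted 60 minutes before 18 h bead stimulation; EGFP/DsRed fluorescence read.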
# EPAC2 ag – agonists of human EPAC2 (RAPGEF4); Q8WZA2; EPAC2 activation, biochemical qHTS; response scale: 100% = 6.5 mM cAMP response; Potency, µM (series often up to 154 µM), inactives show at the highest dose activation, actives largely listed as activators; hit rate 0.079% among 360,000; AID 720711; also: potency is read from the fitted curve at half-maximal effect; nearly all actives have a fitted effect of over 50% in size
# Target sequence (Q8WZA2 whole entry, looked up): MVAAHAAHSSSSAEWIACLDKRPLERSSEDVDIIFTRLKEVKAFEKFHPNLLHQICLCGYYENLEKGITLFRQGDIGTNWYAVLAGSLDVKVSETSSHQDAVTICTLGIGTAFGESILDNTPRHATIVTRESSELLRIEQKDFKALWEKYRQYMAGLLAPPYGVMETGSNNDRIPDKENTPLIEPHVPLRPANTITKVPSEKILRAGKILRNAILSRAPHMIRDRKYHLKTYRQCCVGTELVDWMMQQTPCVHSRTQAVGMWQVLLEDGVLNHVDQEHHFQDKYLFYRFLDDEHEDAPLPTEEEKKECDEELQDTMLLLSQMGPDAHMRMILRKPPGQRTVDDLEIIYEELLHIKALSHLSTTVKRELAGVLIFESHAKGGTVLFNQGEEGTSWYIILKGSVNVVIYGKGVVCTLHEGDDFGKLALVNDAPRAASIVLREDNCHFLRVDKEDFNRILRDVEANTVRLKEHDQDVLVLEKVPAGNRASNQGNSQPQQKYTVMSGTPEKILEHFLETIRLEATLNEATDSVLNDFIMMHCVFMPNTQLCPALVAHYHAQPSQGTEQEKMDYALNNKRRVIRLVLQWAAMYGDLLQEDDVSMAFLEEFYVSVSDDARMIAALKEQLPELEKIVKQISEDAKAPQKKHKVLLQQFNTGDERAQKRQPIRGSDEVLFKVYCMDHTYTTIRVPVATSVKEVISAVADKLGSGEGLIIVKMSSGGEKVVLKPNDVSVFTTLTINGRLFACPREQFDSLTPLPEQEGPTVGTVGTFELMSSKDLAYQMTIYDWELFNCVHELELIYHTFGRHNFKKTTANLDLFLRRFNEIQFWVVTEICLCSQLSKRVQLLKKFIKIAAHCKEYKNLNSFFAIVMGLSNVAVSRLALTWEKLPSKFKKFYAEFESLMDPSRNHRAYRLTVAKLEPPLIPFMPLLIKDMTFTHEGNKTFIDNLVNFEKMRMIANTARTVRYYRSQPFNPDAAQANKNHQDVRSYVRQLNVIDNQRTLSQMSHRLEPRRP
#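 Compounds were titrated in qHTS against a Rap1B-BODIPY-GDP (250 nM) complex with EPAC2 (100 nM) and GDP (50 uM). BODIPY-GDP release tracked at 480/540 nm over 30 min at room temperature, normalized to 6.5 mM cAMP.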
# PI5P4Ka inh – inhibitors of human PI5P4K alpha; PI5P4Kalpha enzyme, ADP-Glo luminescence, 60 min; active compounds read low; max response, %; hit rate 1.2% among 330,000; active = max response of -50% or lower; inconclusive = between -30% and -50%; inactive = -30% or higher; also: value at the top dose of about 77 µM; % is scaled to controls: 0 for no effect and ±100 for the full control effect
#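 Quantitative HTS of the MLSMR library against PI5P4Kalpha with substrate. ATP added last at 5 microM final; room temperature, 60 minutes. Remaining ATP depleted, ADP converted and read as luminescence.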
# CCT modulator – changes cytosolic chaperonin activity; activity change, % (no concentration beside the values), hits read low; hit rate 0.3% among 360,000; purified chaperonin ATPase assay, HTRF ADP detection, 30 min; in the data active = activity change below about -30%; also: % is scaled to controls: 0 for no effect and ±100 for the full control effect
#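 TRiC at 40 or 20 nM final (batch-dependent) in 30 mM Tris pH 7.4, 100 mM KCl, 5 mM MgCl2, 1 mM DTT, with compound at single 76 uM and 10 uM ATP, 30 min at 37 deg C. ADP detected by HTRF Transcreener, 665/615 ratio.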
# * marks the source's active call; other numbers are inactive results; ? = inconclusive; . = not tested or not shown; [ ] = another dose, or the depositor's remark. Unless noted, calls follow the shape of the dose curve; as a rule, active = well fitted curve in the direction sought with a large enough effect; inconclusive = small, poorly fitted or top-dose-only effect, or another doubt; inactive = no such curve, though single readings can be large; an effect the other way counts as inactive or inconclusive. Not all compounds are listed; the hit share may differ from the screen's.
SMILES,PLK1 PBD block,WRN helicase inh,EPAC1 agonist,EPAC1 antagonist,IL2 activator,EPAC2 ag,PI5P4Ka inh,CCT modulator
COc1ccc(NC(=O)C(NC(C)=O)C(=O)NCc2ccccc2)cc1 (configuration not stated),-5.3%,1.0%,2.4%,4.9%,1.0,5.8%,-8.2,-1.3
O=C(Nc1ccc(C(F)(F)F)cn1)Nc1cccs1,2.5%,-1.7%,8.0%,-1.0%,-0.8,-1.9%,1.0,2.5
COC(=O)C(C)n1cnc2c(nnn2-c2ccc(F)cc2)c1=O (configuration not stated),-3.8%,5.2%,-12.2%,9.3%,-3.7,4.8%,-8.8,0.4
O=C(NCCC(=O)N1CCC2(CC1)NCCc1[nH]cnc12)c1ccc(Br)cc1,0.3%,3.6%,4.4%,-0.3%,-2.9,2.2%,1.4,2.3
NC(=O)C1(N2CCCCC2)CCN(CC(=O)Nc2cc(Cl)ccc2Cl)CC1,-6.6%,0.0%,3.9%,2.9%,-1.8,-0.6%,.,0.4
Cc1nc(N2CCN(S(=O)(=O)c3cccs3)CC2)c2c(-c3ccccc3)c(C)sc2n1,-25.8%,4.1%,13.0%,3.1%,-3.7,7.1%,7.3,1.2
O=C(NCCCN1CCOCC1)c1cc(-c2ccc(F)cc2)nc2ccccc12,8.4%,4.1%,-4.4%,3.8%,0.1,0.7%,1.9,3.0
Cc1ccc(NC(=S)N(CCN2CCCCC2)Cc2ccco2)cc1Cl,-12.5%,-12.2%,16.0%,?,-4.7,4.6%,12.4,-0.2
O=c1[nH]c2ccc(S(=O)(=O)Nc3ccc(Cl)cc3)cc2o1,0.7%,-4.7%,-4.7%,-24.6%,-3.6,3.5%,-4.9,-1.7
COc1cc(/C=N/OCC(=O)Nc2cc(C)cc(C)c2)ccc1OCc1ccc(Cl)cc1,11.4%,-20.3%,-6.6%,?,0.8,2.6%,26.8,0.1
OC(c1ccccc1)c1ncc(-c2ccc(C(F)(F)F)cc2)[nH]1 (configuration not stated),-9.2%,-9.0%,-1.6%,-3.5%,-0.4,8.9%,-12.1,1.4
COc1cccc(NC(=O)CSc2nc3ccccc3c(=O)n2CCCC(=O)NCCCN2CCOCC2)c1,-1.3%,1.1%,8.9%,?,-3.3,8.8%,13.4,-0.2
COc1ccc2[nH]c(=O)c(CN(Cc3nnnn3CCc3ccccc3)CC3CCCO3)cc2c1 (configuration not stated),-2.9%,-0.9%,-1.4%,-1.2%,0.2,-19.8%,-1.9,0.6
COc1ccc(-c2c[n+](CC(=O)N3c4ccccc4Sc4ccccc43)c3n2CCC3)cc1,-4.2%,10.4%,3.2%,-13.9%,-2.6,7.6%,-0.5,1.1
COc1c(O)ccc(/C=C(\C#N)c2nc3ccccc3[nH]2)c1[N+](=O)[O-],-5.6%,-1.2%,6.8%,-1.6%,-0.3,-9.1%,?,0.7

# Of the compounds above, two have a thiophene ring, fused or not:
SMILES,PLK1 PBD block,WRN helicase inh,EPAC1 agonist,EPAC1 antagonist,IL2 activator,EPAC2 ag,PI5P4Ka inh,CCT modulator
O=C(Nc1ccc(C(F)(F)F)cn1)Nc1cccs1,2.5%,-1.7%,8.0%,-1.0%,-0.8,-1.9%,1.0,2.5
Cc1nc(N2CCN(S(=O)(=O)c3cccs3)CC2)c2c(-c3ccccc3)c(C)sc2n1,-25.8%,4.1%,13.0%,3.1%,-3.7,7.1%,7.3,1.2

# The listing continues.
SMILES,PLK1 PBD block,WRN helicase inh,EPAC1 agonist,EPAC1 antagonist,IL2 activator,EPAC2 ag,PI5P4Ka inh,CCT modulator
Cc1csc(=O)n1CC(=O)OCC(=O)c1c(N)n(CC(C)C)c(=O)n(C)c1=O,-2.0%,-1.1%,0.3%,2.1%,-3.0,-0.5%,1.8,-0.7
Cc1ccnc(SCCn2c(N3CCN(c4ccccc4)CC3)nc3c2c(=O)[nH]c(=O)n3C)n1,-1.8%,-2.5%,-3.6%,-19.2%,1.6,3.1%,10.1,0.4
COCc1nnc(NC(=O)CC(c2ccccc2)c2ccccc2)s1,-5.0%,5.7%,-4.4%,14.6%,-0.3,-2.0%,-0.2,2.5
CCCCNc1ccc2c3c(cccc13)C(=O)N(CCCC)C2=O,2.12µM*,?,79.4µM*,250.4%[activator],9.8,100µM*,-6.9,-3.3
CCOC(=O)c1ccc(-c2c(-c3ccccc3OC)sc3cc4c(cc23)OCO4)cc1F,-15.3%,-9.0%,-4.1%,-21.3%,-0.4,7.0%,1.6,1.2
O=C(COc1ccccc1)Nc1nnc(S(=O)(=O)Nc2ccccc2)s1,-2.8%,-10.8%,-23.9%,-0.5%,-3.0,11.7%,-14.0,1.1
COc1cc(NC(=S)NCCCN2CCOCC2)c(OC)cc1NC(=O)c1ccco1,-9.3%,9.0%,-2.5%,-12.4%,0.9,7.1%,1.7,-1.5
Cc1ccc(C)c(N2N=C(C(=O)OCc3nnc(-c4cccs4)o3)CCC2=O)c1,-6.1%,-7.0%,4.4%,10.6%,-3.1,2.1%,?,0.8
C[C@]12CC[C@H](O)CC1=C[C@H](O)C1C2CC[C@@]2(C)C1CC[C@@]2(O)C#Cc1ccc(CN)cc1 (some centres not stated),-3.7%,4.0%,-0.1%,2.7%,2.0,1.8%,2.7,0.3
C[C@H](CO)N1C[C@H](C)[C@@H](CN(C)C(=O)NC2CCCCC2)Oc2c(NC(=O)Nc3ccc(C(F)(F)F)cc3)cccc2C1=O,-0.7%,-13.7%,-39.4%[inhibitor],-12.0%,-0.7,-8.5%,8.5,0.6
CCCCNC(=O)Oc1cccc(N2CCCC2=O)c1,?,3.0%,-1.4%,10.9%,-1.8,2.3%,1.4,3.2
c1ccc2c(c1)CCN(CCCNc1nc3ccccc3n3cnnc13)C2,-1.1%,2.6%,-7.1%,4.5%,-0.4,-6.4%,-7.1,1.6
C/C(=N\N=C(/N)c1nonc1N)c1ccc2c(c1)OCO2,2.8%,-4.4%,-7.2%,0.3%,-0.4,-1.0%,0.7,-1.5
COc1ccc(OC)c(CNCc2ccc3c(c2)OCO3)c1,-8.5%,3.4%,6.5%,-19.4%,0.5,3.3%,-2.4,-0.1
COCCN(C(=O)CSc1nnc(-c2ccccc2F)o1)c1c(N)n(CC(C)C)c(=O)[nH]c1=O,1.6%,9.3%,6.3%,-7.8%,0.6,5.7%,3.3,1.1
O=C(Nc1cc(=O)[nH]c2nc(-c3ccc(Cl)cc3)nn12)c1ccccc1,-25.8%,-7.5%,9.9%,6.3%,-0.5,-2.6%,-11.1,-2.4
CC(CNS(=O)(=O)c1ccccc1)(c1ccccc1)N1CCOCC1 (configuration not stated),1.7%,-2.6%,5.0%,-28.3%,-2.3,0.3%,2.8,-0.4
CCn1c(Cc2c(C)[nH]c3ccccc23)nnc1SCC(=O)NCc1ccccc1,0.8%,-6.5%,-3.0%,10.2%,-3.5,-5.1%,-0.2,1.1
COC(=O)COc1ccc(S(=O)(=O)NCc2ccc3c(c2)OCO3)cc1,-1.4%,-7.2%,3.7%,1.2%,0.7,8.4%,0.8,-1.0
CC(=O)Nc1ccc(C(=O)OCCCOC(=O)c2ccc(NC(C)=O)cc2)cc1,-11.5%,9.6%,18.4%,-2.7%,-1.9,10.4%,-7.0,-3.7
Cc1c(NC(=O)c2cccc(-c3cc4ccccc4oc3=O)c2)cccc1-c1nc2ncccc2o1,-7.2%,-0.3%,-7.2%,-4.8%,1.1,0.9%,?,0.7
O=C(CN1C(=O)NC2(CCCC2)C1=O)OCCOc1cccc(Cl)c1,-0.4%,-16.8%,7.8%,-2.1%,-0.3,-4.4%,2.8,1.7
O=C(NC(=S)NCCCN1CCOCC1)c1cccc2ccccc12,-10.7%,3.2%,9.9%,-14.7%,0.7,11.2%,3.9,-0.6
C=CCNC(=O)CCCc1ccccc1,-4.1%,0.9%,0.0%,0.0%,-1.5,10.4%,.,0.7
Cc1ccc(C)c(OCC(=O)N(C)CC(=O)Nc2ccc(Cl)c(C(F)(F)F)c2)c1,-17.7%,-2.5%,-8.3%,-18.1%,-0.5,-4.3%,19.6,0.2
Cc1nnc(SCC(=O)N(C)c2ccccc2)n1-n1cccc1,-4.0%,-3.1%,10.4%,-7.9%,14.6,-3.3%,-0.6,3.8
CC(NS(=O)(=O)c1cccc(C(=O)NCc2ccncc2)c1)c1ccccc1 (configuration not stated),-3.3%,6.5%,-9.5%,-13.6%,0.1,3.8%,0.6,1.9
CN1CCN(CC(=O)NN2CC(=O)N(c3ccc(F)cc3)CC2=O)CC1,-2.3%,-4.6%,7.1%,-4.3%,-0.2,9.8%,4.1,0.4
COc1ccccc1/C=C1\SC(=S)N(C(C(=O)O)c2ccccc2)C1=O (configuration not stated),23.8µM*,-4.6%,10.7%,-17.2%,-1.2,-10.3%,5.4,-1.4
CCOc1ccc(/C=C2\SC(=S)N(CCC(=O)Nc3ccccc3C(=O)O)C2=O)cc1,23.8µM*,3.7%,6.5%,-7.7%,0.6,5.0%,1.0,1.4
CCOC(=O)C1=C(CS(=O)(=O)c2ccccc2)NC(=O)NC1c1ccccc1 (configuration not stated),-0.7%,1.1%,14.5%,0.0%,-0.2,8.3%,.,-1.0
Cc1ccc(S(=O)(=O)c2nc(-c3ccccc3Cl)oc2N(C)C)cc1,4.4%,-9.9%,-12.4%,1.7%,-0.2,2.8%,9.5,-1.3
COc1cc2c(cc1OC)CN(S(C)(=O)=O)CC2,-8.0%,2.2%,4.0%,6.2%,-3.3,4.9%,1.9,-0.9
Cc1ccc(CSc2nc(N)cc(=O)[nH]2)cc1,-7.9%,4.0%,6.6%,4.2%,0.8,7.1%,3.0,-0.4
O=C(Nc1cc(C(F)(F)F)ccc1Cl)C(Sc1cccc[n+]1[O-])c1ccccc1 (configuration not stated),?,-11.5%,2.2%,-12.4%,-2.2,5.6%,1.8,-0.3
COc1ccc(C(=O)Nc2scc(-c3ccc(Cl)cc3Cl)c2C(N)=O)cc1,-11.1%,-6.6%,-4.9%,-9.0%,0.2,13.6%,9.9,2.0
CCN1CCN(C(=O)CCc2nc3ccccc3c(=O)[nH]2)CC1,-3.0%,-5.3%,1.7%,-2.8%,0.4,10.1%,0.4,0.7

# Single entries from the list.
# Reading for COc1cc2c(cc1OC)CN(S(C)(=O)=O)CC2 in WRN helicase inh: 2.2%
# Reading for Cc1ccc(CSc2nc(N)cc(=O)[nH]2)cc1 in PLK1 PBD block: -7.9%
